Bioassay records as filed in PubChem BioAssay.
Abeta yeast res: A-beta toxicity reversal in yeast; yeast expressing A-beta42, growth rescue, OD600, 48 h; response scale: 0% DMSO, 100% iron-clioquinol control; Potency, µM (series often up to 46.1 µM), for inactives: at the top dose growth rescue, actives largely listed as activators; actives 0.063% (n = 410,000); note: potency is the fitted concentration of half-maximal effect; nearly all actives have a fitted effect of over 55% in size
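Yeast growth medium received pinned compounds, then yeast cells expressing toxic A-beta were added; plates incubated at 30 C for 48 hr. Growth read as absorbance at 600 nm, normalized to DMSO and equimolar FeCl3 plus clioquinol controls.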
EPAC1 antag: blocks human EPAC1 exchange factor. O95398. EPAC1 GEF assay, Rap1b-BODIPY-GDP exchange fluorescence. Potency, µM (highest dose often 115 µM), for the others: at the highest dose activity change, negative = inhibition, hits mostly inhibitors. actives 0.14% (n = 360,000). AID 720709;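 note: potency is the fitted concentration of half-maximal effect; plate controls were vehicle for no effect and positive control for full effect; nearly all actives have a fitted effect of over 50% in size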
PLK1 PBD block: inhibitors of human PLK1 polo-box domain binding. AID 720504. Potency, µM, inactives show max response, negative = inhibition, usual class: inhibitors. actives 2.8% (n = 360,000). P53350. Plk1 PBD binding of FITC phosphopeptide, fluorescence polarization; note: potency is the fitted concentration of half-maximal effect; series mostly up to about 57 µM; % is set by controls: 0 for no effect and ±100 for the full control effect; nearly all actives have a fitted effect of over 65% in size
Target sequence (P53350 whole entry, looked up, the tested form may be a part): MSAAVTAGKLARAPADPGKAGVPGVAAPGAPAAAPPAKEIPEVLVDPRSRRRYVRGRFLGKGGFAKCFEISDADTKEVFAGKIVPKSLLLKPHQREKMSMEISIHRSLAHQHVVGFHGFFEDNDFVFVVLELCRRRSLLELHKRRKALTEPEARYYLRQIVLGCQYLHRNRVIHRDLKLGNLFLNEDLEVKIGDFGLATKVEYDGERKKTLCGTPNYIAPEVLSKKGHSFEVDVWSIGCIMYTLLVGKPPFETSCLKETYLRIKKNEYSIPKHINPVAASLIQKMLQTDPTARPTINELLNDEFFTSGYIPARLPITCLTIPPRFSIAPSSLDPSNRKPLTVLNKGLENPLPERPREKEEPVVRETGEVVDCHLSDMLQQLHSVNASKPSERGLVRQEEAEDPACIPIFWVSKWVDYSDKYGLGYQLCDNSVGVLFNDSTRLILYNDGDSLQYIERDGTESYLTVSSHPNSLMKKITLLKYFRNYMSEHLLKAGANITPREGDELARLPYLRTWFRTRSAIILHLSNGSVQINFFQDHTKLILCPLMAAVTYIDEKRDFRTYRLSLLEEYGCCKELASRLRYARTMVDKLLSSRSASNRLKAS
EPAC1 ag: activates human EPAC1 exchange factor | O95398 | EPAC1 agonist qHTS, biochemical assay; response scale: 100% = response to 6.5 mM cAMP | Potency, µM (series often up to 154 µM), for the others: top-dose activation, hits mostly activators | actives 0.073% (n = 360,000) | AID 720707; note: potency is the fitted concentration of half-maximal effect; nearly all actives have a fitted effect of over 60% in size
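Nucleotide exchange assay: 100 nM EPAC1 with 250 nM Rap1B loaded with BODIPY-GDP and 50 uM GDP, room temperature. Fluorescence (480/540 nm) read every 5 min for 30 min; signal change normalized to 6.5 mM cAMP as full agonist.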
PI5P4K alpha inh: PI5P4K alpha (human) kinase inhibition; actives 1.2% (n = 330,000); AID 652105; P48426; PI5P4Kalpha enzyme, ADP-Glo luminescence, 60 min; hits give low values; max response, %; active = max response of -50% or lower; inconclusive = between -30% and -50%; inactive = -30% or higher; note: value at the top dose of about 77 µM; % is set by controls: 0 for no effect and ±100 for the full control effect
Target sequence (P48426 whole entry, looked up): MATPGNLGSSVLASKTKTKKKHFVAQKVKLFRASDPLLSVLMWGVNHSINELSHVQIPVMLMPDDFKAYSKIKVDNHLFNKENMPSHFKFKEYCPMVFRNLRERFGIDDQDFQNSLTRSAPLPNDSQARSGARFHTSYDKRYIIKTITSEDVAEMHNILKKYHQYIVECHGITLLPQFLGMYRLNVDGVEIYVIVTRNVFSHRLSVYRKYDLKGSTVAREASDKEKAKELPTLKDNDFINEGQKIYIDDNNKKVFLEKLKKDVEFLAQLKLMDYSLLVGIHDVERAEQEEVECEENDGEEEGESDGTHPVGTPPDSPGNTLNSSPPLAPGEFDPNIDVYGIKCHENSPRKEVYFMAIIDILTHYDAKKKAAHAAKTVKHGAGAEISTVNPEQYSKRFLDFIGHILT
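Human PI5P4Kalpha with substrate in 0.038 M HEPES pH 7.4, 0.28 mM EGTA, 0.1% CHAPS, 5% DMSO; reaction started with 5 microM ATP (final), 60 min at room temperature. ADP formed read by ADP-Glo luminescence.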
aSyn rescue: rescues yeast growth from alpha-synuclein toxicity. Yeast expressing alpha-synuclein, growth rescue, BacTiter-Glo, 24 h. Potency, µM (highest dose often 46.1 µM), for the others: at the top dose growth rescue (activation), hits mostly activators. actives 0.14% (n = 370,000). AID 652106; note: potency is the fitted concentration of half-maximal effect; % of control where 0% means no effect; nearly all actives have a fitted effect of over 65% in size
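Screening used galactose-induced yeast with toxic alpha-synuclein levels, exposed to compound for 24 hr at 30 deg C. Cell growth, read with BacTiter-Glo luminescence, gave the measured signal.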
WRN inhibitor: WRN helicase (human) inhibition; Q14191; WRN helicase unwinding, fluorescent forked duplex, kinetic; Potency, µM (highest dose often 114 µM), for the others: top-dose activity change, negative = inhibition, most hits filed as inhibitors; actives 0.46% (n = 360,000); note: potency is the fitted concentration of half-maximal effect; % is set by controls: 0 for no effect and ±100 for the full control effect; nearly all actives have a fitted effect of over 55% in size
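Kinetic fluorescence helicase assay: unwinding of a quenched forked DNA duplex (100 nM final) with 2 mM ATP final raises red fluorescence (525/598 nm). Compounds sat 15 min at room temperature with 20 nM WRN beforehand.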
FUS suppressor: rescues growth of FUS-expressing yeast; S. cerevisiae FUS-expressing, growth rescue, OD600, 24 h; Potency, µM (titrated, usually from 76.6 µM), for inactives: at the highest dose growth rescue (activation), hits mostly activators; actives 0.24% (n = 390,000);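 note: potency is the fitted concentration of half-maximal effect; plate controls were DMSO vehicle for no effect and reference control for full effect; nearly all actives have a fitted effect of over 55% in size; some results filed as inactive show a strong effect at the top dose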
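FUS-expressing yeast, raffinose-pregrown, induced in 2% galactose minimal medium at OD 0.005; compounds in a dilution series, 24hr at 30C. Growth restoration read as absorbance at 600 nm. CP55940 positive control, DMSO negative.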
IL-2 act: activators of IL-2. IL-2 activation reporter assay, cell-based qHTS; stimulated with anti-CD3/CD4/CD28 beads; in transgenic mouse T cells. activation, % (series mostly up to about 46 µM). actives 0.065% (n = 360,000). AID 652025; in the data active = activation above about 50%; inconclusive = mostly about 30% to 49%; note: 0% is about no effect
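Unstimulated transgenic mouse T cells, 750 per well, received compound and, after 60 minutes, anti-CD3/anti-CD4 bead plus anti-CD28 stimulation. EGFP and DsRed were quantified after 18 hours.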
Starred values were filed as active, the others as inactive; ? = inconclusive; . = not tested or not shown; [ ] = remark or other dose. Unless noted, calls come from the whole dose curve; as a rule, active = well fitted curve in the direction sought with a large enough effect; inconclusive = small, poorly fitted or top-dose-only effect, or another doubt; inactive = no such curve, though single readings can be large; an effect the other way counts as inactive or inconclusive. Hits appear at their usual frequency. About 4.1% of those tested had a hit in this group.

SMILES	Abeta yeast res	EPAC1 antag	PLK1 PBD block	EPAC1 ag	PI5P4K alpha inh	aSyn rescue	WRN inhibitor	FUS suppressor	IL-2 act
CCOc1ccccc1NC(=O)CSc1nc(=O)n(CCCN2CCOCC2)c2c1CCC2	-14.7%	5.2%	-2.4%	-5.3%	4.8	-1.4%	1.6%	17.8%	0.7
COc1ccc(OC)c(NC(=O)C2(C)CCN2C(=O)Cc2ccc(Cl)cc2Cl)c1 (stereo not given)	2.2%	-10.2%	0.7%	-11.6%	12.1	-0.4%	0.8%[57.1 µM]	33.3%	-0.9
CCc1ccccc1NC(=O)CN(C)C(=O)CSc1nn(-c2ccc(F)cc2)c(=S)s1	4.9%	?	-16.9%	3.2%	2.3	1.9%	3.4%	17.8%	-3.9
CCn1c(SCC(=O)O)nnc1C1CCCCC1	13.2%	6.4%	0.0%	0.0%	.	-9.1%	-4.6%	-19.6%	-1.3
c1ccc2c(Nc3nnc(-c4ccncc4)s3)cccc2c1	5.6%	10.9%	-8.9%	-0.3%	.	2.8%	-17.8%	20.2%	-2.2
C[C@H]1CN([C@@H](C)CO)C(=O)c2cc(Br)cnc2O[C@@H]1CN(C)S(C)(=O)=O	-7.0%	14.3%	-9.0%	10.9%	4.2	?	1.0%	-8.3%	3.2
CCc1nn(-c2ccccc2)c(N)c1-c1ccc(OC)c(OC)c1	-3.7%	-10.6%	-2.5%	-1.6%	1.4	0.6%	-16.3%	.	-3.4
CCc1noc(C)c1C(=O)OC(C)C(=O)c1c(C)[nH]c2ccccc12 (stereo not given)	-13.1%	-28.2%	0.1%	-12.5%	-6.6	-4.6%	-9.8%	26.7%	2.2
C=C(C)C1CC=C(C)/C(=N\NC(=O)CNc2cccc3ccccc23)C1 (stereo not given)	-0.2%	-13.1%	-8.3%	-12.4%	-1.1	1.5%	0.0%	-34.8%	0.1
Cc1ccccc1NC(=O)c1cccc(S(=O)(=O)N2CCOCC2)c1	0.0%	8.1%	-7.2%	7.7%	1.9	2.0%	-6.1%[57.1 µM]	-3.2%	1.6
CC1=C(C(=O)OCc2ccccc2)C(c2ccsc2)NC(=O)N1C (stereo not given)	-38.1%[inhibitor]	-25.6%	-16.7%	2.3%	1.0	8.0%	-3.2%	-2.5%	0.5
CCCOc1ccc(-c2c(C(=O)N/N=C/C3CC=CCC3)nnn2-c2nonc2N)cc1 (stereo not given)	8.7%	-7.7%	-3.8%	-9.0%	-9.2	-0.7%	3.2%	10.1%	-1.5
C=C(C)C(=O)Nc1nnc(-c2cccs2)s1	1.3%	-9.6%	0.7%	-8.3%	8.4	5.3%	0.5%	.	-0.2
CCc1nc2ccc(C(=O)NCc3ccc(OC)cc3)cn2c1N(CC)CCN(C)C	-9.6%	-6.0%	-2.4%	3.8%	2.5	4.0%	-0.9%	6.3%	0.1
CC(=O)N1c2ccc(S(=O)(=O)NCCC(=O)Nc3ccc(F)cc3C)cc2CC1C (stereo not given)	0.7%	31.9%[activator]	-9.7%	2.2%	-8.2	0.6%	0.7%	20.2%	-0.7
O=C(Nc1cccs1)Nc1ccccc1Br	-10.3%	2.3%	2.1%	-4.5%	-3.2	-14.5%	4.8%	10.0%	-3.9
O=C(/C=C/[C@H]1O[C@@H](n2ccc(=O)[nH]c2=O)[C@H](O)[C@@H]1O)NCc1cccnc1	-4.3%	-18.9%	1.4%	0.3%	0.0	1.2%	-6.3%	1.9%	-0.9
Cc1cc(C)n2nc3nc(N4CCCC4)nc(-c4ccccc4)c3c2n1	-0.5%	0.7%	-12.5%	4.4%	2.2	13.5%	-6.6%	?	-1.4
Cc1cccc(NC(=O)c2cnc3sccn3c2=O)n1	-11.6%	-6.0%	-5.8%	3.7%	6.7	-9.8%	-3.4%	-18.3%	-1.2
COc1ccc(C(=O)NCc2nnc(SCC(=O)Nc3cccc(F)c3)o2)cc1	5.3%	-1.8%	-9.1%	4.8%	-1.3	5.6%	-16.9%[57.1 µM]	26.7%	-0.9
Cc1ccc(NS(=O)(=O)c2ccc3c(c2)oc(=O)n3C)cc1	22.7%	-1.0%	-10.8%	5.1%	-3.6	-3.8%	-34.8%	-3.4%	-1.0
Cc1cccc(Cn2c(CN3CCN(Cc4ccccc4)CC3)nc3c2c(=O)[nH]c(=O)n3C)c1	-2.3%	-4.1%	-4.3%	-1.3%	-2.6	1.3%	-4.6%	3.7%	-3.1
CCOc1cccc2sc(N(CCN(C)C)C(=O)c3cc4ccccc4cc3OC)nc12	0.0%	-24.9%	-14.4%	4.2%	4.3	-9.7%	1.2%	?	-3.6
O=C(Nc1ccc2c(c1)C(=O)OC2)c1ccccc1Cl	0.1%	11.4%	1.5%	8.1%	-2.2	4.3%	-0.7%	-1.6%	1.5
Cc1ccccc1C(=O)Nc1ccc2nc3n(c(=O)c2c1)CCCC3	-0.6%	-23.3%	-3.2%	-1.6%	0.3	-7.8%	0.9%[57.1 µM]	11.0%	-3.5
O=C(NCc1ccccc1)C(c1ccc(C(F)(F)F)cc1)n1c(=O)c(-c2cc3ccccc3[nH]2)nc2ccccc21 (stereo not given)	?	9.9%	-6.7%	10.8%	-23.1	7.08µM*	0.6%	?	-0.8
O=C(O)CCCCCn1c(SCC(=O)N2CCCC2)nc2ccsc2c1=O	-3.6%	9.4%	1.2%	1.2%	.	6.9%	3.3%	3.4%	-3.5
COCc1ccc(C(=O)N2CCCC(Nc3ccc(C(C)C)cc3)C2)o1 (stereo not given)	5.6%	4.2%	3.1%	-6.4%	1.5	-1.6%	-6.7%	.	-5.1
C=CCN(CC=C)Cc1cc(=O)oc2cc(OC)ccc12	-3.8%	-0.4%	3.5%	-2.9%	6.8	0.0%	-1.3%	-20.6%	0.7
O=C(COC(=O)CSCC(=O)N1CCCCC1)NCc1ccc(F)cc1	-1.2%	0.0%	-24.3%	4.8%	3.3	8.8%	2.2%	19.5%	-2.2
CC(C)CC1C(=O)N(Cc2cn(CCC3OCCCO3)nn2)CCS(=O)(=O)N1Cc1ccc(-c2ccc(Cl)c(Cl)c2)cc1 (stereo not given)	8.6%	2.1%	-0.9%	-6.8%	4.8	?	-4.0%	?	-3.6
O=C(/C=C/c1cc[n+](CC(=O)c2ccc3cccc4c3c2CC4)cc1)c1ccc2cccc3c2c1CC3	-17.7%	-13.1%	18.9µM*	-18.4%	-69.0*	-8.0%	-11.0%	44.5%	-2.3
Cc1cc(SCC(=O)N(C)c2c(N)n(Cc3ccccc3)c(=O)[nH]c2=O)nc2ccccc12	-5.0%	1.7%	?	-8.8%	-1.1	-2.6%	10.7%	-27.9%	1.1
O=C1OCCN1C(=O)[C@H]1[C@H](c2ccc(Cl)cc2)C(c2cccc(Cl)c2)=NN1c1ccccc1	26.8%	-6.8%	-1.8%	8.5%	17.0	?	-0.9%	43.4%	-0.7
Cc1ccc(-c2noc(CCCC(=O)N3CCOCC3)n2)cc1	4.9%	-17.3%	-3.8%	6.5%	-0.5	0.7%	4.4%	12.3%	-1.7
O=C(Nc1cccc(O)c1)N1CCOCC1	3.4%	8.7%	-0.6%	-2.0%	2.2	-0.5%	-2.8%	-24.7%	-0.2
N#Cc1ccc(C(=O)Nc2cc(S(=O)(=O)N3CCOCC3)ccc2N2CCOCC2)cc1	0.3%	-0.1%	4.3%	-3.8%	-5.4	-2.4%	3.7%	-54.0%	-0.9
CCC(C)N=Cc1c(Nc2ccccc2)nc2c(C)cccn2c1=O (stereo not given)	.	-3.3%	-9.3%	8.0%	-1.9	-9.8%	-5.7%	-11.5%	-0.2
Oc1ccc(-c2n[nH]c(=S)n2-c2ccc3c(c2)OCCO3)cc1	-14.6%	1.4%	?	-3.6%	-18.3	-4.3%	0.2%	9.6%	-1.8
Cc1ccc(C(=O)NC(=S)Nc2ccc(NC(=O)c3cccc(Cl)c3)cc2)cc1	2.2%	11.6%	1.9%	-3.6%	4.5	-8.5%	-20.3%	.	-0.4
CCC(=O)Nc1cc(C(F)(F)F)ccc1N1CCOCC1	?	7.5%	-7.1%	1.6%	-0.9	-8.3%	-17.5%	11.6%	-0.8
O=C(NCc1ccco1)c1ccc(COCC(F)(F)F)cc1	3.2%	3.4%	-10.1%	-1.2%	.	-4.5%	7.0%	6.8%	-1.6
O=C(/C=C/c1ccco1)N1CCN(S(=O)(=O)/C=C/c2ccccc2)CC1	-4.1%	12.1%	-2.6%	-1.9%	-18.1	1.0%	5.7%	8.4%	-0.2
CCCn1c2c(c(O)c(C(=O)Nc3ncccc3O)c1=O)CCCC2	-37.1%[inhibitor]	-21.6%	-9.3%	4.8%	-8.8	-1.9%	-4.3%	9.5%	0.8
COCCn1c(=NC(=O)/C=C/c2cccs2)sc2cc(NC(C)=O)ccc21	1.2%	-18.2%	-18.8%	-4.8%	2.7	4.6%	-0.3%	.	-0.4
COc1ccc(C(=O)Nc2ccccc2C(=O)N(Cc2ccco2)C(C(N)=O)C(C)C)cc1 (stereo not given)	-11.1%	-1.4%	-7.4%	-6.8%	3.8	5.9%	-13.6%	28.7%	-1.7
CCOc1ccc(N(CC(=O)Nc2ccccc2C(=O)NCc2ccco2)S(C)(=O)=O)cc1	6.4%	-14.5%	0.5%	13.9%	.	4.0%	1.9%	27.5%	0.0

Quoted from the listing.
In FUS suppressor, `O=C(Nc1cccc(O)c1)N1CCOCC1` is listed with -24.7%
In aSyn rescue, `COCc1ccc(C(=O)N2CCCC(Nc3ccc(C(C)C)cc3)C2)o1` (stereo not given) is listed with -1.6%

Compound profiles, as listed above. Order of screens: Abeta yeast res	EPAC1 antag	PLK1 PBD block	EPAC1 ag	PI5P4K alpha inh	aSyn rescue	WRN inhibitor	FUS suppressor	IL-2 act
Profile of `COCCn1c(=NC(=O)/C=C/c2cccs2)sc2cc(NC(C)=O)ccc21` = 1.2%	-18.2%	-18.8%	-4.8%	2.7	4.6%	-0.3%	.	-0.4
Profile of `COc1ccc(C(=O)Nc2ccccc2C(=O)N(Cc2ccco2)C(C(N)=O)C(C)C)cc1` (stereo not given) = -11.1%	-1.4%	-7.4%	-6.8%	3.8	5.9%	-13.6%	28.7%	-1.7
